T cell HTS: T cell immune modulators affecting CD8 T cell-vesicle binding; 2C CD8+ T cell-vesicle binding, flow cytometry; hits give low values; calls only at 7 µM; 0.068% of 330,000 active; AID 2052;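 active means response, share of CD8 T cells binding vesicles, and their 90th percentile fluorescence all below set limits, cut at about 80% in these data, passing the limit was not always enough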
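Also added: QL9-peptide-loaded Drosophila micro-vesicles bearing Ld, ICAM-1 and B7-1; Test system: purified 2C TCR transgenic mouse naive CD8+ T cells; Measured by: cytometric PE anti-B7-1 and Alexa647 anti-CD8 signals after 1% paraformaldehyde fixation; Timing: binding step 1.5 h, 37 °C, antibody labelling 20 min, ice.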
Salmonella PhoP GFP: PhoP-dependent GFP reporter repression – Salmonella Typhimurium, primary screen (AID 1863); S. Typhimurium PhoP-regulated promoter GFP reporter, 4 h; higher % means a stronger effect; inhibition, % at 50 µM; hits with a dose series show IC50 in µM; 0.16% of 300,000 active;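 active means inhibition over 29.93%, a cutoff 3 SD above the screen mean, later confirmed by dose response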;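 further: 0% = low Mg2+ inducing control and 100% = high Mg2+ repressing control; strong numbers were not always called active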
K1F lysis inhibition: inhibition of K1F phage lysis, E. coli UTI89, bacterial capsule biogenesis inhibitors, alamar blue (AID 488966) | E. coli UTI89 K1F phage lysis, alamar blue, 2 h; higher % means a stronger effect | inhibition, % at 100 µM; hits with a dose series show IC50 in µM | 0.02% of 340,000 active;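 active means phage lysis inhibition, versus mean bacterial control, above a set limit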;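 further: capsule biogenesis inhibitors block K1F phage lysis so surviving cells raise fluorescence; higher fluorescence means more inhibition of phage lysis; actives were called in the ten point dose series up to 300 µM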
West Nile antiviral: inhibition of WNV-induced cytopathic effect – cell-based, CPE readout (AID 1621) | West Nile virus-infected cells, CPE inhibition; higher % means a stronger effect | CPE inhibition, % at 10 µM, or IC50 in µM where a hit was titrated | 0.02% of 290,000 active; in the data active means a potency from the dose series; further: strong numbers were not always called active
NTR1 agonist: agonists of NTR1, primary screen, imaging, U2OS cells, beta-arrestin-GFP, high content (AID 493036); P30989; NTR1-U2OS beta-arrestin-GFP spot imaging, agonist mode; activation, % at 20 µM; 0.17% of 330,000 active;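 active means activation at or above 40% of the spot to cytoplasm intensity ratio, with at least 20 cells analyzed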;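 further: 0% = DMSO without peptide and 100% = 100 nM NTR1 peptide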
Target sequence (P30989 whole entry, looked up): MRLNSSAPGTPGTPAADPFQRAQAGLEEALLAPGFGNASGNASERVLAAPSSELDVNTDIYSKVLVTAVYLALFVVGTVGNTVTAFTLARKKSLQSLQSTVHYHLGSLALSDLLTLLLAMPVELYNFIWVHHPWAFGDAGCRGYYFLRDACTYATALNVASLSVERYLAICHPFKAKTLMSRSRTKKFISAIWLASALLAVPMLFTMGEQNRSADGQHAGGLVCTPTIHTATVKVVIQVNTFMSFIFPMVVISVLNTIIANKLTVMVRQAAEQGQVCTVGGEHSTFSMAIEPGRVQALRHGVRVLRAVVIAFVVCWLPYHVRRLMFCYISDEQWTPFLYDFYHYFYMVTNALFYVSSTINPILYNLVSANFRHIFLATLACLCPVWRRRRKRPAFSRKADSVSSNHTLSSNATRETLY
SV40 large T antigen: TAg ATPase/helicase activity blockers – biochemical (AID 1903) | SV40 large T antigen ATPase/helicase inhibition assay; higher % means a stronger effect | inhibition, % at 20 µM; hits with a dose series show IC50 in µM | 0.39% of 310,000 active; in the data active means a potency from the dose series; further: strong numbers were not always called active
RSV antiviral HEp-2: RSV antiviral activity via CPE protection, HEp-2 cells, primary 10 µM value included (AID 2391); one-dose CPE inhibition, % at 10 µM; IC50 in µM for titrated hits; 0.13% of 310,000 active; HEp-2 cells, RSV-induced CPE inhibition; higher % means a stronger effect; in the data active means a potency from the dose series; further: strong numbers were not always called active
MgcRacGAP inhibition: MgcRacGAP GTPase-activating activity inhibitors, confirmation, biochemical, ADP Hunter fluorescence. MgcRacGAP-stimulated Rac1 GTP hydrolysis, ADP Hunter fluorescence; higher % means a stronger effect; GST-tagged Rac1 F28L mutant substrate. inhibition, % at 30 µM, or IC50 in µM where a hit was titrated. 0.6% of 340,000 active. AID 624330;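 active means first-screen hits whose inhibition reached a set limit at any dose in the follow-up dose series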;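 further: fluorescence reports GDP produced by GAP-driven GTP hydrolysis; strong numbers were not always called active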
NS5 inhibitors: Dengue-2 NS5 methyltransferase inhibitors, primary screen, biochemical, confirmation dose response (AID 588689). Dengue-2 NS5 methyltransferase capping enzyme assay, biochemical; higher % means a stronger effect. one-dose inhibition, % at 25 µM; IC50 in µM for titrated hits. 0.3% of 340,000 active; in the data active means a potency from the dose series
T cell HTS vesicle-bound %: further read-out of T cell HTS, marked with its call; double positive events, %; measured here: CD8+ vesicle-bound cell fraction;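 binding gate set so that unloaded-vesicle control wells show 10% double positive cells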
NTR1 agonist cell count 20 µM: second read-out of NTR1 agonist, no call of its own (marks repeat the call); cell count; measured here: cell count, cytotoxicity flag
NS5 inhibitors pilot replicate: also measured in NS5 inhibitors; calls as there; inhibition, %; measured here: pilot screen replicate inhibition
The depositor's hits bear a star; i = inactive; / = not tested or not shown; [ ] = another dose, or the depositor's remark.

SMILES	T cell HTS	T cell HTS vesicle-bound %	Salmonella PhoP GFP	K1F lysis inhibition	West Nile antiviral	NTR1 agonist	NTR1 agonist cell count 20 µM	SV40 large T antigen	RSV antiviral HEp-2	MgcRacGAP inhibition	NS5 inhibitors	others
O=C(c1cccs1)N1CCN(S(=O)(=O)c2ccccc2)CC1	i	19	-10%	0.4%	0.5%	-0.6	76	4%	3.2%	6%	-1%	NS5 inhibitors pilot replicate=-1.1
CC(C)CCNCC(=O)NC(c1ccccc1)c1ccccc1	i	35	2%	0.4%	-0.8%	-0.2	56	20%	-1.6%	-2%	-1%
C#CCOCCOCCOCCNc1nc(OC)nc(N2CCN(C(=O)[C@H](CCC(=O)O)n3cc(C(N)CO)nn3)CC2)n1 (some centres undefined)	i	9	-7%	-2.3%	/	6.0	58	12%	1.6%	7%	-2%
Cc1nc(NC(=O)CSC2=NCCS2)sc1C(=O)N(C)C	i	66	-1%	-0.1%	0.2%	0.0	57	4%	0.0%	13%	-2%
COc1ccc(-c2cc(C(=O)Nc3cccc(Cl)c3)no2)cc1	i	14	3%	0.3%	-0.7%	-0.9	79	8%	-0.3%	6%	-4%
O=C(NCCc1c[nH]c2ccccc12)c1cnc2sccn2c1=O	i	28	13%	-1.2%	0.2%	2.6	54	15%	0.3%	-1%	-7%
O=C(COc1ccc(S(=O)(=O)N2CCOCC2)cc1)Nc1ccc2c(c1)OCCO2	i	23	-2%	0.5%	0.0%	-0.8	69	0%	1.0%	8%	3%
CCc1cccc(NC(=O)Cc2ccc(OC)c(OC)c2)c1	i	46	-12%	5.5%	-1.6%	0.0	47	2%	1.8%	4%	2%
O=C(COc1cccc(Oc2ccccc2)c1)Nc1ncccn1	i	21	-17%	0.2%	0.0%	-1.0	46	0%	-1.5%	14%	6%
Cc1ccc(S(=O)(=O)CCC(=O)OCC(=O)N2CCN(c3ccccc3)CC2)cc1	i	56	4%	-1.0%	/	-0.1	58	6%	-1.6%	2%	-4%
O=C(O)C1C(C(=O)O)C1(c1ccccc1)c1ccccc1 (centres undefined)	i	27	-5%	0.2%	0.8%	-0.8	58	9%	-1.2%	6%	-2%
CC(CCc1ccccc1)NC(=O)c1cccc(F)c1 (centres undefined)	i	58	8%	0.8%	-0.6%	-0.7	59	19%	-0.1%	3%	-6%	NS5 inhibitors pilot replicate=-6.4
CCn1cc(C(=O)Nc2ccc(C)c([N+](=O)[O-])c2)cn1	i	48	5%	1.3%[50 µM]	-1.1%	4.0	67	3%	3.8%	8%	-12%
Cc1ccc(S(=O)(=O)N(CC(=O)Nc2cccc(C)c2C)C(=O)N2CCN(C)CC2)cc1	/	/	/	0.9%[50 µM]	/	0.8	61	/	/	7%	-5%
CCOC(=O)Cn1cc(C(=O)c2cccs2)c2ccccc21	i	47	-3%	0.7%	0.2%	-0.6	94	8%	0.5%	8%	-10%
O=P(Cc1ccccn1)(c1ccccc1)c1ccccc1	i	57	6%	5.3%	0.0%	0.6	52	18%	1.0%	9%	-7%
O=C(NCC1CCCO1)c1ccc2c(c1)N(Cc1ccccc1)CCS2 (centres undefined)	i	5	-4%	0.2%	-0.4%	-1.0	67	10%	2.6%	11%	1%
Cc1c(CC(=O)N2CCN(C(=O)C3COc4ccccc4O3)CC2)c(=O)oc2cc(O)ccc12 (centres undefined)	i	18	-4%	0.2%	0.5%	-0.1	60	23%	0.8%	9%	-2%
COc1cc(/C=C(/C#N)c2ccc(F)cc2)ccc1OCc1ccc(C(=O)O)o1	i	58	-9%	-0.3%	0.3%	-0.9	54	7%	1.4%	-2%	-1%
COc1cccc(NC(=O)C2C3C=CC(C3)C2C(=O)O)c1 (centres undefined)	i	37	-3%	-3.2%	-0.9%	0.3	52	-3%	0.4%	-8%	8%
O=S(=O)(c1ccccc1)N1CCN(C/C=C/c2ccccc2)CC1	i	59	1%	0.0%	0.1%	3.3	55	0%	15%	9%	4%
COc1ccc(OC)c(N=CC2=C(O)CC(C)(C)CC2=O)c1	i	46	1%	-0.2%[50 µM]	0.1%	0.1	54	10%	-1.6%	15%	3%
Cc1cc(C)nc(N(C#N)Cc2ccc([N+](=O)[O-])cc2)n1	i	54	5%	0.4%	-0.6%	-0.3	61	5%	2.3%	5%	/
Cc1cc(C(=O)NNc2ccc(Cl)cc2)no1	i	31	-11%	3.0%	-1.4%	-1.2	50	11%	-0.7%	1%	-8%
Cc1ccc(S(=O)(=O)N2CCCCC2)cc1C(=O)Nc1cccnc1	i	58	-9%	1.0%[50 µM]	0.1%	0.6	68	15%	-1.9%	15%	1%
SMILES	T cell HTS	T cell HTS vesicle-bound %	Salmonella PhoP GFP	K1F lysis inhibition	West Nile antiviral	NTR1 agonist	NTR1 agonist cell count 20 µM	SV40 large T antigen	RSV antiviral HEp-2	MgcRacGAP inhibition	NS5 inhibitors	others
CCOC(=O)N1CCN(C(=O)/C(=C/c2ccc(Br)cc2)NC(=O)c2ccc(OC)cc2)CC1	i	40	0%	0.2%	-0.7%	4.7	32	9%	1.1%	8%	-1%
COC(=O)c1sccc1NC(=O)CC1C(=O)NCCN1C(=O)c1ccccc1 (centres undefined)	i	16	-9%	1.0%	0.1%	0.6	48	-8%	0.2%	5%	13%
Cc1ccc(S(=O)(=O)N2CCN(C(=O)Cn3c(=O)oc4ccccc43)CC2)cc1	i	52	/	0.7%[50 µM]	/	1.7	65	/	/	4%	2%
COc1cccc(CN(C)C(=O)CSC(C)C(=O)Nc2cc(C)on2)c1OC (centres undefined)	i	47	-5%	1.3%[50 µM]	/	-1.2	49	19%	-1.4%	7%	-1%
Cc1ccc(C2(COC(=O)C(C)C)CO2)c(OC(=O)C(C)C)c1 (centres undefined)	i	26	1%	-0.7%	-1.7%	0.1	86	0%	5.7%	-1%	-2%
NNC(=O)c1ncoc1-c1ccc(Cl)cc1	i	28	-3%	0.8%	0.6%	-0.5	38	17%	2.8%	6%	9%
O=C1CCCC/C1=N\Nc1ccc(OCc2ccccc2)cc1	i	28	11%	1.4%	-1.2%	-0.6	81	1%	5.6%	7%	15%
Cc1ccc2oc(C(=O)NCC(c3ccco3)N3CCCC3)c(C)c2c1 (centres undefined)	i	24	-3%	0.1%	-0.1%	0.5	79	23%	-0.1%	-8%	-2%
COc1ccc(/C=C2\SC(=S)N(CCC(=O)N(CCO)Cc3ccccc3)C2=O)cc1OC	i	51	4%	0.3%	2.0%	6.2	64	21%	4.9%	3%	-12%
COc1ccc(OCC(O)CN(C2CCCCC2)C2CCCCC2)cc1 (centres undefined)	i	24	-2%	0.2%	-1.1%	0.4	95	8%	0.3%	-1%	2%
NC1=C(Br)C(=O)c2ccccc2C1=O	i	55	-3%	5.5%	1.1%	-0.3	42	9%	/	6%	-9%
CCOC(=O)C1(Cc2cccc(OC)c2)CCCN(C(=O)CCSC)C1 (centres undefined)	i	52	-6%	0.0%	-0.1%	1.2	63	10%	0.2%	8%	-1%	NS5 inhibitors pilot replicate=-2.1
COc1cccc(CNn2c(-c3cccc(C)c3)nc3ccccc3c2=O)c1O	i	18	0%	2.1%	-0.4%	3.2	53	7%	0.8%	1%	-7%
CSCC[C@H](NC(=O)OC(C)(C)C)c1nnc(SCc2ccc(F)cc2)o1	i	26	-5%	0.1%	-0.1%	-0.5	47	-1%	9.6%	9%	-3%
CC(/C=C/c1ccccc1)=N\NC(=O)Cn1cncn1	i	56	4%	0.6%	0.2%	0.4	57	14%	2.3%	3%	9%
O=C(Nc1ccc2c(c1)N(S(=O)(=O)c1cccs1)CCC2)c1c(F)cccc1F	i	63	-3%	0.5%[50 µM]	/	2.3	66	8%	11%	3%	-4%
O=C(Nc1ccccc1)c1nsnc1C(=O)Nc1ccccc1	i	60	2%	-0.3%	-0.4%	1.3	96	14%	1.2%	2%	4%
Cc1ccc(C(=O)N/N=C\c2cccnc2)s1	i	58	0%	1.4%[50 µM]	-0.1%	0.3	50	7%	1.7%	8%	-4%
COc1ccc(CCNC(=O)CN(c2ccc(OC)cc2)S(C)(=O)=O)cc1	i	40	-3%	2.9%	-1.1%	-1.3	45	3%	-0.7%	2%	-3%
Cc1cc(Cl)ccc1NC(=S)NCC(O)c1ccccc1 (centres undefined)	i	22	-1%	-0.2%	-0.7%	0.2	54	2%	3.4%	6%	-4%
CCCCN(CC)CCCNC(=O)C1c2ccccc2C(=O)N(C)C1c1cn(C)c2ccccc12 (centres undefined)	i	29	-7%	0.0%	-0.8%	-0.9	84	5%	2.0%	-2%	10%
NCC(=O)c1cccc2ccc[n+]([O-])c12	i	14	8%	-1.7%[50 µM]	0.5%	0.6	72	12%	1.2%	10%	1%
C#CCN1C(=O)C(O)(CC(=O)c2ccc(OC)c(OC)c2)c2ccccc21 (centres undefined)	i	14	34%	0.5%	1.5%	-2.1	84	8%	9.8%	0%	-3%
Cc1ccc(/C=N/NC(=O)CC2N=C(Cc3ccccc3)NNC2=O)cc1 (centres undefined)	i	30	7%	0.7%	-0.4%	0.6	60	20%	3.9%	1%	-1%
CN1C2CCC1CC(NC(=O)CSCc1ccc(Cl)cc1Cl)C2 (centres undefined)	i	4	-10%	-0.4%	0.6%	-1.6	57	5%	-1.3%	-2%	2%
O=C(NCCN1CCCCC1)Nc1cccc(F)c1	i	49	12%	0.0%	0.4%	0.0	73	18%	0.9%	7%	3%
Cc1nc(CNS(=O)(=O)c2ccc(Oc3ccccc3)cc2)cs1	i	40	-8%	0.0%	3.1%	4.9	51	1%	-1.1%	10%	-2%
CCOC(=O)C(C)Sc1ncnc2c1c(-c1ccccc1)cn2-c1ccc(OC)cc1 (centres undefined)	i	6	-2%	4.3%	/	4.0	63	8%	15%	10%	-7%

A draw from above in order of number of heavy atoms, smallest number first:
SMILES	T cell HTS	T cell HTS vesicle-bound %	Salmonella PhoP GFP	K1F lysis inhibition	West Nile antiviral	NTR1 agonist	NTR1 agonist cell count 20 µM	SV40 large T antigen	RSV antiviral HEp-2	MgcRacGAP inhibition	NS5 inhibitors	others
CCn1cc(C(=O)Nc2ccc(C)c([N+](=O)[O-])c2)cn1	i	48	5%	1.3%[50 µM]	-1.1%	4.0	67	3%	3.8%	8%	-12%
O=P(Cc1ccccn1)(c1ccccc1)c1ccccc1	i	57	6%	5.3%	0.0%	0.6	52	18%	1.0%	9%	-7%
CCc1cccc(NC(=O)Cc2ccc(OC)c(OC)c2)c1	i	46	-12%	5.5%	-1.6%	0.0	47	2%	1.8%	4%	2%
Cc1ccc(S(=O)(=O)N2CCCCC2)cc1C(=O)Nc1cccnc1	i	58	-9%	1.0%[50 µM]	0.1%	0.6	68	15%	-1.9%	15%	1%
COc1cccc(CN(C)C(=O)CSC(C)C(=O)Nc2cc(C)on2)c1OC (centres undefined)	i	47	-5%	1.3%[50 µM]	/	-1.2	49	19%	-1.4%	7%	-1%
COc1cc(/C=C(/C#N)c2ccc(F)cc2)ccc1OCc1ccc(C(=O)O)o1	i	58	-9%	-0.3%	0.3%	-0.9	54	7%	1.4%	-2%	-1%

Assay outcomes deposited in PubChem by several laboratories.
